Bioassay records as filed in PubChem.
Vif-A3G inh = qHTS for Inhibitors of Vif-A3G Interactions: qHTS; DNA dC->dU-editing enzyme APOBEC-3G (Homo sapiens), Q9HC16; HeLa A3G-eYFP + Vif (tagged APOBEC3G with the HIV-1 protein that degrades it), YFP fluorescence, overnight; Potency, µM (series often up to 46.1 µM), for inactives: top-dose activity, negative = active, most hits filed as inhibitors; 410,000 tested, 0.076% active;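 note: potency is the fitted concentration of half-maximal effect; % is set by controls: 0 for no effect and ±100 for the full control effect; nearly all actives have a fitted effect of over 60% in size; hits raise eYFP signal because A3G escapes Vif-driven loss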
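Read-out is eYFP fluorescence (Ex 488/Em 500-530) from Vif-expressing HeLa A3G-eYFP cells; more signal means A3G escaped Vif-mediated degradation. Cells plated overnight, compound pinned in, incubated overnight at 37 deg C.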
RXFP1 ag = qHTS Assay for Agonists of the Relaxin Receptor RXFP1. 370,000 tested, 0.3% active. Relaxin receptor 1 (Homo sapiens), Q9HBX9. Potency, µM (doses to about 57.5 µM), for the others: at the top dose activation, most hits filed as activators. HEK293T-RXFP1 cAMP TR-FRET, 30 min; response scale: percent of porcine relaxin response, buffer zero. AID 2676, 2010; note: potency is the fitted concentration of half-maximal effect; % is set by controls: 0 for no effect and ±100 for the full control effect; nearly all actives have a fitted effect of over 60% in size; many of its hits are not listed in these tables
Target sequence (Q9HBX9 whole entry, looked up): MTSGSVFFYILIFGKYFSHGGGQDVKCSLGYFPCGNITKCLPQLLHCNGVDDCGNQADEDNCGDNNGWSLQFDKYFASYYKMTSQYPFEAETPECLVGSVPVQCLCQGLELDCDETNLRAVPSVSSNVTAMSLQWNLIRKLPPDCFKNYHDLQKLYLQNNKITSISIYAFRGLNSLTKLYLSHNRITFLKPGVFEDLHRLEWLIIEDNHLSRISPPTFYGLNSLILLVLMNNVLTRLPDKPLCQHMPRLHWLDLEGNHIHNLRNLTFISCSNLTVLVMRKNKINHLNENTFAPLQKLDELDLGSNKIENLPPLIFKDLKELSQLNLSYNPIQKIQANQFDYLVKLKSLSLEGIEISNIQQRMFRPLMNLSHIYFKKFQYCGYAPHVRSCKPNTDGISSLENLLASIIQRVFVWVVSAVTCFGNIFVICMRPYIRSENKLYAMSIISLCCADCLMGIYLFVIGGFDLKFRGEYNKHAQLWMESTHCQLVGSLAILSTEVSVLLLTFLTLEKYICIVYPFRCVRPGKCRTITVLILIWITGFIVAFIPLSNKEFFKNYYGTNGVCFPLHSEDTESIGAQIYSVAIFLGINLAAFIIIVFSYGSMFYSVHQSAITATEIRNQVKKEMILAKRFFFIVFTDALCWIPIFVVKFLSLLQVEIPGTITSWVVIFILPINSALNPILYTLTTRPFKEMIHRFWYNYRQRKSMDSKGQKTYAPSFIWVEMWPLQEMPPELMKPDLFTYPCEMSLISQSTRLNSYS
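cAMP rise read by TR-FRET after 30 min, 37C compound exposure (up to 58 uM) in RXFP1-transfected HEK293 cells with Ro 20174 present. EC50 from Hill-equation fits, with 29 nM porcine relaxin as 100% and buffer as basal.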
Glioma ERSR ind = qHTS for Inducers of the Endoplasmic Reticulum Stress Response (ERSR) in Human Glioma: qHTS; U87-MG GRP78 promoter luciferase reporter, 16 h; Potency, µM, for the others: at the top dose activation, usual class: activators; 420,000 tested, 0.02% active; note: potency is the fitted concentration of half-maximal effect; series mostly up to about 76 µM; % of control where 0% means no effect; nearly all actives have a fitted effect of over 35% in size
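Stably transfected U87-MG human glioma cells carrying a GRP78-based luminescent sensor were seeded at 1000 cells/well, pin-dosed with compounds and incubated 16 h. Luciferase reagent was then added, and end-point luminescence was read after 10 min at room temperature.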
Vif-A3F inh = qHTS for Inhibitors of Vif-A3F Interactions: qHTS; HeLa A3F-eYFP + Vif (tagged APOBEC3F with the HIV-1 protein that degrades it), YFP fluorescence increase; Potency, µM (titrated, usually from 46.1 µM), for the others: at the top dose activity, negative = active; 390,000 tested, 0.2% active; AID 602313, 2012; note: potency is the fitted concentration of half-maximal effect; % of control where 0% means no effect; nearly all actives have a fitted effect of over 65% in size
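HeLa cells stably expressing A3F-eYFP plus Vif, plated and incubated overnight at 37 deg C, then exposed to compounds overnight at 37 deg C. Blocked degradation read as raised yellow fluorescence (Ex 488/Em 500-530).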
D1 ag = Allosteric Agonists of the Human D1 Dopamine Receptor: qHTS. HEK293 T-REx D1 cells, calcium flux, agonist mode. activation, % at 2 µM. 360,000 tested, 1% active. AID 504660, 2011; in the data active = activation above about 30%; note: 0% is about no effect
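Inducible HEK293 T-REx D1 cells, force-coupled to calcium signalling, were plated at 4000 cells/well with tetracycline and held overnight at 30 C. After no-wash calcium dye loading, compound-evoked calcium rise over 180 s flagged agonists.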
D2 PAM = HTS Assay for Positive Allosteric Modulators of the Human D2 Dopamine Receptor: Primary Screen for Potentiators | D(2) dopamine receptor (Homo sapiens), P14416 | HEK293 T-REx D2, calcium flux, EC20 dopamine potentiation | potentiation, % at 10 µM | 340,000 tested, 0.34% active | AID 485347, 2010;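 active = potentiation over 3 SD above the plate norm, cut at about 30% in these data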; note: 0% is about no effect
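Potentiation of an EC20 dopamine calcium response is measured in a force-coupled, tetracycline-inducible Hek293 Trex D2 line. Compound-only kinetic reads over 180 s flag agonists before dopamine addition.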
D1 antag = Antagonist of Human D 1 Dopamine Receptor: qHTS | D(1A) dopamine receptor (Homo sapiens), P21728 | HEK293 TREx D1 cells, calcium flux, dopamine EC80; stronger effect = lower value | activity change, negative = inhibition, % at 10 µM | 360,000 tested, 3.2% active; in the data active = activity change below about -30%; note: % is set by controls: 0 for no effect and ±100 for the full control effect
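Compound effects on dopamine-evoked calcium signalling were measured in tetracycline-induced HEK293 Trex D1 cells. Dopamine at EC80 followed a 180 s compound pre-read, and fluorescence was tracked kinetically for 180 s more.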
D1 PAM = Potentiators of Human D1 Dopamine Receptor: qHTS | D(1A) dopamine receptor (Homo sapiens), P21728 | HEK293 TREx D1 cells, calcium flux, dopamine EC20 potentiation | potentiation, % at 10 µM | 360,000 tested, 0.036% active | AID 504651, 2011; in the data active = potentiation above about 30%; note: 0% is about no effect
RXFP1 antagonist = qHTS Assay for Antagonists of the Relaxin Receptor RXFP1; HEK293-RXFP1, relaxin-stimulated cAMP HTRF, 30 min; stronger effect = lower value; activity change, negative = inhibition, % at 57.5 µM; 350,000 tested, 0.59% active; AID 1259400, 2018;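 active = activity change of -60% or lower, but not beyond a set lower limit; inconclusive = change between -60% and -40%, or beyond the set limit; inactive = change above -40%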; note: % is set by controls: 0 for no effect and ±100 for the full control effect
The depositor's hits bear a star. Unless noted, calls come from the whole dose curve; as a rule, active = well fitted curve in the direction sought with a large enough effect; inconclusive = small, poorly fitted or top-dose-only effect, or another doubt; inactive = no such curve, though single readings can be large; an effect the other way counts as inactive or inconclusive. A portion of the library (hit frequency here may not be typical).

Results for COCCn1c(=NC(=O)c2ccc(S(=O)(=O)N3CCOCC3)cc2)sc2cc(S(N)(=O)=O)ccc21 ?
Vif-A3G inh: -5.0%; RXFP1 ag: 2.6%; Glioma ERSR ind: -1.6%; Vif-A3F inh: 5.0%; D1 ag: 10.6; D2 PAM: 3.8; D1 antag: 11.1; D1 PAM: -3.2; RXFP1 antagonist: 3.6

What do the screens show for `CC(C)N(CCn1cnc2c([nH]c3ccccc32)c1=O)C(C)C`?
Vif-A3G inh: -0.6%; RXFP1 ag: -2.2%; Glioma ERSR ind: -6.4%; Vif-A3F inh: 0.5%; D1 ag: 4.1; D2 PAM: -5.5; D1 antag: -9.4; D1 PAM: -1.1; RXFP1 antagonist: 12.3

How did O=S1(=O)NC(C2CC2c2ccccc2)CCO1 (centres undefined) do in these assays?
Vif-A3G inh: 0.6%; RXFP1 ag: 1.2%; Glioma ERSR ind: -1.0%; Vif-A3F inh: 1.8%; D1 ag: 2.5; D2 PAM: 6.4; D1 antag: -3.5; D1 PAM: 0.2

What do the screens show for `Cc1ccc(N2C(=O)c3cccc4c([N+](=O)[O-])ccc(c34)C2=O)c2cccnc12`?
Vif-A3G inh: inconclusive; RXFP1 ag: -2.4%; Glioma ERSR ind: -5.9%; Vif-A3F inh: inconclusive; D1 ag: 3.6; D2 PAM: 3.5; D1 antag: -29.9; D1 PAM: -5.7; RXFP1 antagonist: -2.6

Results for Cc1ccc(C(=O)NCc2ccco2)cc1S(=O)(=O)N1CCOCC1 ?
Vif-A3G inh: -0.2%; RXFP1 ag: 1.1%; Glioma ERSR ind: -2.1%; Vif-A3F inh: -4.2%; D1 ag: 1.2; D2 PAM: -6.4; D1 antag: -4.0; D1 PAM: -1.2; RXFP1 antagonist: 1.5

How did COc1ccc(N2CCN(CCCNC(=O)C3CCCN(S(=O)(=O)c4c(C)n[nH]c4C)C3)CC2)cc1 (centres undefined) do in these assays?
Vif-A3G inh: 2.5%; RXFP1 ag: -0.1%; Glioma ERSR ind: -6.0%; Vif-A3F inh: -9.7%; D1 ag: 1.2; D2 PAM: 21.8; D1 antag: 8.4; D1 PAM: -1.8; RXFP1 antagonist: -1.3

Results for CCc1cc(=O)oc2cc(OC(C)C(=O)NCCCn3ccnc3)ccc12 (centres undefined) ?
Vif-A3G inh: 0.1%; RXFP1 ag: 1.5%; Glioma ERSR ind: -7.4%; Vif-A3F inh: 0.7%; D1 ag: 1.0; D2 PAM: -0.6; D1 antag: -2.1; D1 PAM: -6.0; RXFP1 antagonist: -5.7

What do the screens show for `CN(C)c1c(F)cc(-c2nn[nH]n2)cc1F`?
Vif-A3G inh: -1.4%; RXFP1 ag: 2.0%; Glioma ERSR ind: -0.1%; Vif-A3F inh: 3.8%; D1 ag: 1.2; D2 PAM: -1.1; D1 antag: -4.3; D1 PAM: -2.2; RXFP1 antagonist: 0.7

Results for Cc1ccc(NC2CCCN(C(=O)c3ccccc3-c3ncc[nH]3)C2)cc1C (centres undefined) ?
Vif-A3G inh: -8.2%; RXFP1 ag: 1.0%; Glioma ERSR ind: -2.8%; Vif-A3F inh: 5.5%; D1 ag: 3.9; D2 PAM: -6.1; D1 antag: 25.0; D1 PAM: 3.4; RXFP1 antagonist: -4.2

How did N#C/C(=C\c1ccc(-c2cccc(Cl)c2)o1)C(=O)Nc1cccc2cccnc12 do in these assays?
Vif-A3G inh: -1.1%; RXFP1 ag: 0.0%; Glioma ERSR ind: -2.5%; Vif-A3F inh: -3.2%; D1 ag: 3.2; D2 PAM: -6.5; D1 antag: -14.4; D1 PAM: 7.7; RXFP1 antagonist: -9.6

How did COc1ccc(OC)c(S(=O)(=O)N2CCC(c3nc4ccccc4[nH]3)CC2)c1 do in these assays?
Vif-A3G inh: 0.0%; RXFP1 ag: -2.3%; Glioma ERSR ind: -3.4%; Vif-A3F inh: 1.6%; D1 ag: 2.6; D2 PAM: 1.4; D1 antag: -5.4; D1 PAM: -4.6; RXFP1 antagonist: 1.9

Results for O=C1C(=O)N(C2CCN(C(=O)c3ccc(F)cc3)CC2)CCN1Cc1ccc(F)cc1 ?
Vif-A3G inh: -4.2%; RXFP1 ag: -0.5%; Glioma ERSR ind: -2.1%; Vif-A3F inh: -1.3%; D1 ag: 1.6; D2 PAM: 1.4; D1 antag: -3.5; D1 PAM: -3.5; RXFP1 antagonist: -6.3

Results for O=C(NCCS(=O)(=O)N1CCN(c2ccc(F)cc2)CC1)C12CC3CC(CC(C3)C1)C2 ?
Vif-A3G inh: 4.8%; RXFP1 ag: -0.9%; Glioma ERSR ind: -2.3%; Vif-A3F inh: 2.1%; D1 ag: 2.1; D2 PAM: -8.0; D1 antag: -9.3; D1 PAM: -5.2; RXFP1 antagonist: -25.9

Results for O=C(NC1CCN(C(=O)c2cccs2)CC1)c1ccccc1 ?
Vif-A3G inh: -3.9%; RXFP1 ag: 1.1%; Glioma ERSR ind: -5.0%; Vif-A3F inh: 1.2%; D1 ag: 0.6; D2 PAM: -4.3; D1 antag: -7.5; D1 PAM: -1.9

Results for COc1ccc(C2=NOC(C(=O)NCc3cccnc3)C2)cc1 (centres undefined) ?
Vif-A3G inh: -1.0%; RXFP1 ag: 0.8%; Glioma ERSR ind: 4.6%; Vif-A3F inh: 2.3%; D1 ag: 2.2; D2 PAM: -9.2; D1 antag: 2.2; D1 PAM: -7.0; RXFP1 antagonist: -5.0

What do the screens show for `O=C(CCC1CCCC1)Nc1cccc(Cc2ccncc2)c1`?
Vif-A3G inh: 0.7%; RXFP1 ag: -0.2%; Glioma ERSR ind: -3.0%; Vif-A3F inh: 12.0%; D1 ag: 3.2; D2 PAM: -8.2; D1 antag: 0.1; D1 PAM: 9.2; RXFP1 antagonist: -4.0

Results for O=c1[nH]c(-c2ccco2)nc2sc3c(c12)CCCC3 ?
Vif-A3G inh: -13.1%; RXFP1 ag: -0.7%; Glioma ERSR ind: -7.2%; Vif-A3F inh: -14.6%; D1 ag: 5.7; D2 PAM: -21.3; D1 antag: -6.7; D1 PAM: 0.9; RXFP1 antagonist: 0.0

What do the screens show for `Cc1cc(C(=O)COC(=O)c2ccccc2O)c(C)n1Cc1cccs1`?
Vif-A3G inh: 0.1%; RXFP1 ag: 2.3%; Glioma ERSR ind: -14.4%; Vif-A3F inh: 3.8%; D1 ag: 3.7; D2 PAM: -2.0; D1 antag: -13.0; D1 PAM: 2.8; RXFP1 antagonist: -1.2

How did CC(C)CCNC(=O)NC(=O)CSc1nnc(-c2ccccc2F)n1N do in these assays?
Vif-A3G inh: -2.6%; RXFP1 ag: 1.0%; Glioma ERSR ind: -5.5%; Vif-A3F inh: 2.0%; D1 ag: 3.1; D2 PAM: -7.2; D1 antag: 4.9; D1 PAM: 3.5; RXFP1 antagonist: 5.5

How did O=C(CSc1nc2ccccc2[nH]1)Nc1c(F)cccc1F do in these assays?
Vif-A3G inh: -5.1%; RXFP1 ag: -1.2%; Glioma ERSR ind: -5.1%; Vif-A3F inh: -5.4%; D1 ag: 1.0; D2 PAM: 14.7; D1 antag: -6.3; D1 PAM: 3.4; RXFP1 antagonist: 0.3

Results for COc1cc(C2NC(=O)NC(C)=C2C(=O)OC2CCC(C)CC2)ccc1O (centres undefined) ?
Vif-A3G inh: 0.7%; RXFP1 ag: 1.0%; Glioma ERSR ind: -5.0%; Vif-A3F inh: 0.7%; D1 ag: 6.4; D2 PAM: 5.2; D1 antag: -5.9; D1 PAM: -0.2; RXFP1 antagonist: -2.0

How did CC(C)CC(=O)C1=C(O)C(=O)N(Cc2ccccc2)C1c1ccccc1 (centres undefined) do in these assays?
Vif-A3G inh: -2.7%; RXFP1 ag: 20.1%; Glioma ERSR ind: -2.9%; Vif-A3F inh: 0.2%; D1 ag: 0.2; D2 PAM: 1.7; D1 antag: 10.3; D1 PAM: -1.1; RXFP1 antagonist: -0.5

What do the screens show for `O=C(COC(=O)Cc1ccc(S(=O)(=O)N2CCOCC2)s1)NCc1ccccc1`?
Vif-A3G inh: -5.1%; RXFP1 ag: -1.0%; Glioma ERSR ind: -3.3%; Vif-A3F inh: -0.6%; D1 ag: 4.2; D2 PAM: 0.7; D1 antag: -48.3*; D1 PAM: -4.3; RXFP1 antagonist: 0.9

How did Cc1nn(-c2ccccc2)c2c1C(c1ccco1)C(C#N)=C(N)O2 (centres undefined) do in these assays?
Vif-A3G inh: -7.0%; RXFP1 ag: -0.3%; Glioma ERSR ind: 4.6%; Vif-A3F inh: -6.3%; D1 ag: 1.1; D2 PAM: -3.3; D1 antag: -5.1; D1 PAM: 5.2; RXFP1 antagonist: -10.2

How did COc1ccc(OC)c(NC(=O)N2CC3CCCN3c3ccccc32)c1 (centres undefined) do in these assays?
Vif-A3G inh: -0.7%; RXFP1 ag: -1.3%; Glioma ERSR ind: -4.4%; Vif-A3F inh: 1.0%; D1 ag: 0.1; D2 PAM: 14.1; D1 antag: 22.0; D1 PAM: 3.6; RXFP1 antagonist: -25.3

Results for Cc1cccc(Cn2nnc3c2C(=O)c2ccccc2C3=O)c1 ?
Vif-A3G inh: -6.0%; RXFP1 ag: 0.9%; Glioma ERSR ind: 0.5%; Vif-A3F inh: -2.8%; D1 ag: -3.2; D2 PAM: 21.8; D1 antag: 5.2; D1 PAM: 5.4; RXFP1 antagonist: 9.8

Results for Cc1ccc(-n2c(SCc3ccccc3F)nc3[nH]ncc3c2=O)cc1C ?
Vif-A3G inh: -13.3%; RXFP1 ag: 2.4%; Glioma ERSR ind: 3.7%; Vif-A3F inh: 2.6%; D1 ag: 2.0; D2 PAM: 12.5; D1 antag: 4.4; D1 PAM: 0.5; RXFP1 antagonist: -16.5
